Screening results as filed in PubChem BioAssay.
V-ATPase pH – regulators of yeast V-ATPase proton transport | S. cerevisiae, pHLuorin cytosolic pH fluorescence | response, % at 10 µM | 350,000 compounds, 0.37% hits; in the data active = response mostly above about 7.3%, no sharp cut-off; inactive = mostly below about 5.4%; also: actives read high; inactives centre near 0; some compounds called inactive have numbers as strong as hits; reference of the scale not given here
Wnt bcat act – Wnt/beta-catenin pathway activation | activation, % at 9.35 µM | AID 743398 | 300,000 compounds, 1.2% hits | Wnt/beta-catenin reporter cell assay, activator, plate reader; in the data active = activation above about 30%, passing the limit was not always enough;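 also: 0% = neutral control wells and 100% = positive control wells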
RTF Ca sens inh – cardiac RTF calcium desensitization. 340,000 compounds, 0.12% hits. inhibition, % at 7.15 µM. AID 493244. IANBD-labeled cardiac RTF, Ca2+ fluorescence. P19429+P45379;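 active = inhibition above the mean inhibition of all tested compounds plus 3 SD, cut at about 17% in these data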;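 also: assay run at fixed EC70 calcium of 1.6 mM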
RTF Ca sens act – cardiac RTF calcium sensitization. P19429+P45379. activation, % at 7.2 µM. IANBD-labeled TnC RTF fluorescence at EC20 calcium; 0% EC20 calcium, 100% full calcium. 340,000 compounds, 0.24% hits;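 active = activation above the mean over all tested compounds plus 3 SD, cut at about 30% in these data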;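 also: rise in fluorescence read as greater calcium sensitivity of cardiac thin filaments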
Keap1-Nrf2 PPI – inhibitors of human Keap1-Nrf2 protein-protein interaction | inhibition, % at 9.4 µM | 340,000 compounds, 0.15% hits | AID 504523 | Keap1 Kelch-Nrf2 peptide fluorescence polarization, 1536-well; in the data active = inhibition above about 12%;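 also: human Keap1 Kelch domain with fluorescein labeled Nrf2 9mer peptide probe; 0% = neutral control wells and 100% = peptide positive control; higher means more block of Keap1 binding to Nrf2 peptide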
MOR-DOR ag – agonists of human mu-delta opioid receptor heterodimerization; P35372+P41143; activation, % at 9.3 µM; 340,000 compounds, 0.3% hits; cells, OPRM1-OPRD1 heterodimerization, luminescence; AID 504326; in the data active = activation above about 18%;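 also: 0% = vehicle-treated cells and 100% = reference agonist; values of inactives mirror those of a sister screen read the other way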
Target sequence (P35372 whole entry, looked up): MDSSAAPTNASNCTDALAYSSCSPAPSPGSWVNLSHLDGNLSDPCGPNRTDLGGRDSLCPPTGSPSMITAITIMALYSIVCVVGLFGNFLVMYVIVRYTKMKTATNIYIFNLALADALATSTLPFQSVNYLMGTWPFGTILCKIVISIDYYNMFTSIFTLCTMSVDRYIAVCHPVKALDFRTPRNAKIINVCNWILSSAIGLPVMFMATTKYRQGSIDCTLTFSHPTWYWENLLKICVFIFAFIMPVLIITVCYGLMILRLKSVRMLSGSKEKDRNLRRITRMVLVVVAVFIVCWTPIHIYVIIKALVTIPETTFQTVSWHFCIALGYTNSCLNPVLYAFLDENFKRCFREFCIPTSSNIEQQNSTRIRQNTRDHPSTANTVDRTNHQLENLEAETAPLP
Target sequence (P41143 whole entry, looked up): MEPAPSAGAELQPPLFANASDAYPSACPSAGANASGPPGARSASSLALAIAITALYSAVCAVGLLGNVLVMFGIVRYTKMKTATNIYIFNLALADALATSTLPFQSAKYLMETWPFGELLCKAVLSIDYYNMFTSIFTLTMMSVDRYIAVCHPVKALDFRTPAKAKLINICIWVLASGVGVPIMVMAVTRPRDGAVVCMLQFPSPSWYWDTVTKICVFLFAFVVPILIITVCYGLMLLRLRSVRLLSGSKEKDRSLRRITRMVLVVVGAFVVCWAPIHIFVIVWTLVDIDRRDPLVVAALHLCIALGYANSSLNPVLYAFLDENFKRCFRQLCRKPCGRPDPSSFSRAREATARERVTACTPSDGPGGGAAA
DSG3 Ab inh – blocks pemphigus antibody binding to human desmoglein-3; 310,000 compounds, 0.48% hits; DSG3-coupled beads, scFv-anti-DSG3-GFP binding, flow cytometry; active compounds read low; binding (percent of control), % at 10 µM; P32926;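 active = binding more than 3 SD below its plate's average and above zero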;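 also: hits lower antibody fragment binding to DSG3; some compounds called inactive have numbers as strong as hits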
MOR-DOR inv ag – mu-delta opioid heterodimer inverse agonism; P35372+P41143; 340,000 compounds, 0.21% hits; inhibition, % at 9.3 µM; AID 504357; cell-based MOR-DOR heterodimer luminescence; in the data active = inhibition above about 22%, passing the limit was not always enough;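 also: 0% = cells with DMSO and 100% = wells without cells with DMSO; values of inactives mirror those of a sister screen read the other way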
LANA DNA inh – inhibitors of KSHV LANA C-terminal domain DNA binding; MBP-C-LANA/FAM-LBS DNA binding, fluorescence polarization; inhibition, % at 9 µM; 340,000 compounds, 0.078% hits; AID 504423;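 active = highest replicate inhibition at or above 60% at 9 µM, even if other replicates fall short; inactive = all replicates below 60% inhibition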;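 also: 0% = neutral control wells and 100% = 4 µM acridine orange control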
Arr AP2 block – inhibitors of human beta-arrestin and AP2 interaction. FITC-arrestin peptide / GST-AP2 beads, flow cytometry; AP2 beta2 appendage carries R879A mutation. inhibition, % at 10 µM. 340,000 compounds, 0.31% hits. AID 504490;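 active = inhibition above a set limit, near 3 SD of compounds lacking own fluorescence, cut at about 54% in these data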;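 also: plate controls were DMSO wells for no effect and 5 µM unlabelled arrestin peptide for full effect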
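Measured by: flow cytometry, FL1 (488/535 nm); Material: AP2 appendage R879A on GSH beads; Evaluation: percent response; Timing: pre-incubation 12 min, peptide binding 1 h, room temperature; Also added: 50 nM FITC-arrestin peptide; Medium: PBS with 0.05% Tween 20 and 0.1% BSA.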
* hit, by the source's call; · = no result given. Rows were taken by chance. Share with any hit: about 3.1%.

SMILES	V-ATPase pH	Wnt bcat act	RTF Ca sens inh	RTF Ca sens act	Keap1-Nrf2 PPI	MOR-DOR ag	DSG3 Ab inh	MOR-DOR inv ag	LANA DNA inh	Arr AP2 block
O=C(NC(Cc1ccccc1)C(=O)N1CCN(S(=O)(=O)c2ccccc2)CC1)c1ccccc1 (centres undefined)	-5.4	1.9	-4.2	-2.2	-2.6	-0.9	126.8	4.8	1.4	5.7
C[C@@H](O)CC#Cc1ccc2oc(=O)c(-n3cc(-c4ccsc4)nn3)cc2c1	-3.7	5.9	-22.6	0.7	3.1	0.6	98.8	-3.4	6.9	7.5
O=C(c1cc(COc2ccc3c(c2)CCCC3)on1)N1CCCC1	-1.8	1.5	-1.3	1.2	-0.8	3.4	·	-19.2	-4.2	2.8
Cc1c(CNC(=O)C2CC2)c(-n2cccc2)n(Cc2ccccc2)c1C	1.8	2.0	-3.4	-2.4	-1.5	-2.8	106.0	13.8	-0.8	-6.9
CCOc1cc(OCC)cc(C(=O)Nc2cccnc2)c1	-4.4	·	-13.7	-0.1	1.6	-1.4	100.4	8.4	0.5	-10.6
O=C(C1CCN(S(=O)(=O)c2cccc3nsnc23)CC1)N1CCc2ccccc21	2.1	·	-3.5	-2.4	1.3	-0.1	80.1	0.6	-0.9	-3.7
N/C(=N\OC(=O)CC1CCCCC1)c1ccc([N+](=O)[O-])cc1	-5.1	3.2	-20.6	4.6	-0.4	2.1	101.8	-10.9	1.3	24.0
CN1C(C(=O)Nc2ccc(F)cc2F)=CC(c2cccs2)=NS1(=O)=O	-6.4	1.6	-8.0	8.9	1.2	2.7	105.8	-15.8	0.2	23.9
CC(NC(=S)NC(=O)c1ccccc1)c1ccccc1 (centres undefined)	1.2	4.6	-7.0	2.9	4.1	5.4	109.7	-27.1	-1.8	-8.4
N#Cc1cccc(Oc2ccc(-c3cnc4ccccc4n3)cc2)c1C#N	-2.4	·	4.5	-0.1	1.2	0.3	·	-1.9	2.4	16.6
CS(=O)(=O)N(CC(=O)N1CCCCCC1)c1ccc2c(c1)OCCO2	0.3	-0.8	-3.2	-2.4	0.1	-3.1	·	14.4	1.5	-5.9
Cc1c(C)c([N+](=O)[O-])c(C)c(C)c1N	-5.9	-2.3	-3.3	-2.7	4.8	-2.8	·	13.5	-1.7	-7.6
CCCCn1c(N)c(N(Cc2ccccc2OC)C(=O)COc2ccc(C)cc2)c(=O)[nH]c1=O	0.5	-2.8	-11.4	-4.1	0.0	-1.1	105.8	7.3	1.1	19.1
C/C(=N/NC(=O)c1ccc(-c2ccccc2)cc1)c1cccc(O)c1	1.6	3.2	-2.0	2.7	2.1	1.3	116.2	-7.3	-0.7	5.1
CCOc1ccc(CCNC(=O)c2cc3sccc3n2CC)cc1OCC	-5.6	-5.4	-13.9	-6.7	-2.8	-1.0	102.0	6.1	1.1	3.9
O=C(Nn1cnnc1)c1ccc(Cl)c(Cl)c1	-1.3	5.7	-10.4	6.4	21.6*	-1.2	97.5	5.9	11.7	-10.8
CC(Oc1ccc(Cl)cc1Cl)C(=O)OCC(=O)c1c(N)n(C)c(=O)n(C)c1=O (centres undefined)	1.0	-2.4	-18.3	4.9	-7.7	4.3	97.8	-17.2	0.1	14.6
COCCn1c(=O)[nH]c2cc(C(=O)Nc3ccc(OC)c(Cl)c3)ccc2c1=O	-5.5	·	8.4	-0.3	1.7	0.1	98.8	-0.7	0.9	21.9
CCCn1c(C(O)c2ccc(OC)c(OC)c2)nc2ccccc21 (centres undefined)	2.1	-2.1	1.8	-8.4	-1.2	-1.4	116.9	7.0	-2.2	-9.1
COC(=O)C1CC(=O)c2sccc2C1 (centres undefined)	0.1	-2.2	12.1	0.6	1.2	-1.1	93.9	7.7	0.9	-1.0
CCCn1c(C)cc(/C=C(\C#N)C(=O)OCC(=O)Nc2cccc(S(N)(=O)=O)c2)c1C	4.6	16.7	1.3	-3.0	5.1	-2.5	87.9	9.7	1.7	-6.7
CN(C)CC(C)(C)NS(=O)(=O)c1ccc(Cl)cc1	6.2	-3.6	5.1	4.0	4.3	0.7	102.7	-4.2	-0.3	0.5
O=C(NC1CCCCCC1)C1CCN(c2nc3ccccc3o2)CC1	1.3	·	-9.8	0.6	4.4	1.8	100.0	-9.9	-0.7	12.2
CCCC(=O)NCCCc1nc2ccccc2n1C(C)C	3.7	-1.2	-5.0	3.2	-2.5	-0.3	108.9	1.9	0.2	4.1
C/C(CC(=O)Nc1ccc(OCc2ccccc2)cc1)=N\NC(=O)C(=O)Nc1ccccc1C	0.3	-2.7	2.5	-4.7	0.5	-0.8	109.2	3.6	-1.6	0.9
Cc1cccc(C2CC(c3ccc(Cl)cc3)Nc3nc(N)nn32)c1 (centres undefined)	0.0	-0.1	3.4	-4.9	-3.4	-4.0	108.7	20.0	0.0	-1.6
CCOc1ccc(C2C3=C(CCCC3=O)OC(N)=C2[N+](=O)[O-])cc1 (centres undefined)	2.4	-1.1	-8.4	3.2	-1.2	-2.2	·	10.9	1.9	1.4
N#CC1=C(N)OC2=C(C(=O)CC(c3ccco3)C2)C1c1ccc(OCc2c(F)cccc2Cl)cc1 (centres undefined)	2.9	·	-24.0	6.5	-4.6	-0.9	106.6	5.1	0.9	5.1
Cc1cc(NC(=O)CCN2C(=O)/C(=C/c3ccccc3Cl)SC2=S)no1	0.3	-2.0	-0.7	-2.5	-1.5	-1.3	82.5	6.5	0.7	-9.2
COc1ccc(/C=C/C(=O)NCCOc2ccccc2OC)cc1	-2.3	·	-2.0	2.8	-5.1	-2.1	103.6	11.0	0.3	4.0
Cc1cccc(C)c1NC(=O)NC1(C(=O)N2CCOCC2)CCCCC1	1.8	-0.2	-1.6	-6.2	-3.1	-2.5	104.3	12.9	-0.2	10.4
O=S1(=O)N[C@@H](Cc2ccccc2)COc2cc(Br)ccc21	0.3	-0.9	-7.8	2.8	-4.2	3.4	98.0	-16.2	-3.4	30.9
CCN(CC)c1ccc(NC(=O)COC(=O)CCC(=O)c2cccs2)cc1	0.1	-5.7	-3.8	-3.8	-0.9	-0.1	·	0.5	1.1	3.7
Fc1ccc(C2Nc3cccc4cccc(c34)N2)cc1	1.6	-4.2	-0.4	-2.6	-6.4	4.0	102.8	-17.8	0.9	31.5
Cc1nn(C)cc1S(=O)(=O)Nc1ccc(C(F)(F)F)cc1	-3.7	-2.7	3.0	-5.2	0.0	1.6	104.4	-6.7	0.2	-1.3
C=CCn1cc(C(=O)NCc2ccc3c(c2)OCO3)c(=O)c2cc(S(=O)(=O)N(CC)CC)ccc21	0.1	·	-2.1	-2.8	4.1	1.4	108.4	-7.2	1.8	-1.9
CC(NC(=O)c1ccccc1)c1nnc(SCC(=O)Nc2nnc(C3CC3)s2)n1C (centres undefined)	4.1	-1.4	-5.2	3.1	-1.9	-1.9	103.3	11.8	-0.4	-3.9
O=C(O)c1ccc(N2C(=O)C3C4c5ccccc5C(Br)(c5ccccc54)C3C2=O)cc1 (centres undefined)	3.8	-1.7	-6.6	6.8	-5.0	3.1	102.0	-15.1	-0.3	-11.1
CC1(c2cccc(Br)c2)NC(=O)N(CC(=O)Nc2ccc3c(c2)OCO3)C1=O (centres undefined)	-1.0	1.0	4.7	-5.2	-4.5	-1.7	·	6.9	0.1	-1.1
Cc1ccc(-n2c(C)cc(C(=O)Cn3nc(C(=O)O)c4ccccc4c3=O)c2C)cc1	0.1	1.0	-16.3	-4.8	-7.5	5.0	107.0	-36.0	-1.4	-1.1

Four structures from above, arranged by SMILES length, descending.
SMILES	V-ATPase pH	Wnt bcat act	RTF Ca sens inh	RTF Ca sens act	Keap1-Nrf2 PPI	MOR-DOR ag	DSG3 Ab inh	MOR-DOR inv ag	LANA DNA inh	Arr AP2 block
C/C(CC(=O)Nc1ccc(OCc2ccccc2)cc1)=N\NC(=O)C(=O)Nc1ccccc1C	0.3	-2.7	2.5	-4.7	0.5	-0.8	109.2	3.6	-1.6	0.9
C[C@@H](O)CC#Cc1ccc2oc(=O)c(-n3cc(-c4ccsc4)nn3)cc2c1	-3.7	5.9	-22.6	0.7	3.1	0.6	98.8	-3.4	6.9	7.5
CC(NC(=O)c1ccccc1)c1nnc(SCC(=O)Nc2nnc(C3CC3)s2)n1C (centres undefined)	4.1	-1.4	-5.2	3.1	-1.9	-1.9	103.3	11.8	-0.4	-3.9
CC(NC(=S)NC(=O)c1ccccc1)c1ccccc1 (centres undefined)	1.2	4.6	-7.0	2.9	4.1	5.4	109.7	-27.1	-1.8	-8.4

In the list so far, three contain a cyano group:
SMILES	V-ATPase pH	Wnt bcat act	RTF Ca sens inh	RTF Ca sens act	Keap1-Nrf2 PPI	MOR-DOR ag	DSG3 Ab inh	MOR-DOR inv ag	LANA DNA inh	Arr AP2 block
N#Cc1cccc(Oc2ccc(-c3cnc4ccccc4n3)cc2)c1C#N	-2.4	·	4.5	-0.1	1.2	0.3	·	-1.9	2.4	16.6
CCCn1c(C)cc(/C=C(\C#N)C(=O)OCC(=O)Nc2cccc(S(N)(=O)=O)c2)c1C	4.6	16.7	1.3	-3.0	5.1	-2.5	87.9	9.7	1.7	-6.7
N#CC1=C(N)OC2=C(C(=O)CC(c3ccco3)C2)C1c1ccc(OCc2c(F)cccc2Cl)cc1 (centres undefined)	2.9	·	-24.0	6.5	-4.6	-0.9	106.6	5.1	0.9	5.1

(list continues)
SMILES	V-ATPase pH	Wnt bcat act	RTF Ca sens inh	RTF Ca sens act	Keap1-Nrf2 PPI	MOR-DOR ag	DSG3 Ab inh	MOR-DOR inv ag	LANA DNA inh	Arr AP2 block
O=C(CSC1=NCCS1)N1CCCC1	-1.2	·	-3.3	4.1	1.2	0.2	108.2	-1.1	-2.9	-5.4
NS(=O)(=O)c1ccc(NC(=S)N2CCc3ccccc32)cc1	-0.9	-1.0	-8.5	1.4	-3.2	-2.0	·	10.8	0.5	11.9
CCc1nnc(NS(=O)(=O)c2ccc(NC(=S)NC(=O)/C=C/c3ccccc3)cc2)s1	-0.7	-0.5	4.8	-3.6	1.9	-2.8	93.5	17.1	4.0	-0.1
CCOC(=O)Cc1c(C)nc2c(-c3ccc(Cl)cc3)cnn2c1C	-0.4	4.0	6.1	-2.3	2.8	-1.5	99.7	7.5	-1.2	34.5
O=c1cc(CSc2n[nH]c(-c3ccncc3)n2)nc2sccn12	-1.1	-2.2	-12.2	1.1	2.1	-4.5	109.7	21.8	-1.1	-2.0
Cc1cccc(CN2CCN(CC(=O)NCc3ccc(F)cc3)C2=O)c1	1.8	-1.4	-11.0	0.7	-2.5	-0.4	103.3	2.5	0.3	4.4
CC1=CCC(C(=O)O)C(C(=O)Nc2ccc(-c3nc4ccc(C)cc4s3)cc2)C1 (centres undefined)	-1.3	58.3*	-2.9	-0.8	-1.3	-3.2	99.4	16.9	3.2	5.9
CCCCOc1cccc(C(=O)NC(=S)Nc2ccc(Cl)c(C(=O)O)c2)c1	-0.8	-0.2	-3.8	4.6	-5.5	-1.9	·	9.3	0.1	2.7
